From PubChem
PG9 Ab binder: PG9 antibody binding by small molecule; inhibition, % at 6.7 µM; AID 624416; TR-FRET gp120-PG9 antibody binding; hit rate 0.43% among 360,000; in the data active = inhibition above about 8.5%
TCR CD3 inh: human TCR-CD3 binding inhibition; TAMRA-labeled TCR probe fluorescence, biochemical; inhibition, % at 9.4 µM; hit rate 0.37% among 360,000; in the data active = inhibition above about 19%;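 also: recombinant mutant TCR 2C K166C tagged with TAMRA read by polarization; 0% = receptor in buffer alone and 100% = receptor with positive control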
Rev-erbA mod: Rev-erb alpha (human) modulation; P20393; Rev-erbα–FITC-DNA binding, fluorescence polarization, 90 min; activity, % at 10 µM; hit rate 0.79% among 370,000; AID 1259318;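 active = activity above about 14%, limit read from the data; passing the limit was not always enough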;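 also: 0% = DMSO wells with 35 nM protein and 100% = DMSO wells with 750 nM protein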
PRMT1 inh: PRMT1 (human) inhibition, primary screen. inhibition, % at 2.79 µM. Q99873. AID 652257. recombinant PRMT1, activity-based probe fluorescence polarization. hit rate 1.3% among 370,000;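 active = inhibition above about 21% made by adding two undisclosed values, limit read from the data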
LEDGF integ inh: blocks HIV-1 LEDGF/p75-dependent DNA integration. TR-FRET IN-LEDGF/p75 DNA integration, Eu/Cy5. inhibition, % at 3.7 µM. hit rate 0.64% among 370,000;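 active = inhibition above the screen-wide mean plus 3 SD, cut at about 13% in these data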;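 also: signal is the Cy5 over europium emission ratio at 671 and 618 nm; 0% = plate median of compound wells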
SIAE inh: blocks human sialic acid acetylesterase; hit rate 0.69% among 370,000; SIAE FP-Rh probe binding, fluorescence polarization; AID 1053197; inhibition, % at 9.66 µM;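 active = inhibition above a cutoff: mean of compounds within the control limits plus 3 SD of those, cut at about 17% in these data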;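 also: 0% = plate median of compound wells and 100% = probe without SIAE protein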
Target sequence (Q9HAT2 whole entry, looked up): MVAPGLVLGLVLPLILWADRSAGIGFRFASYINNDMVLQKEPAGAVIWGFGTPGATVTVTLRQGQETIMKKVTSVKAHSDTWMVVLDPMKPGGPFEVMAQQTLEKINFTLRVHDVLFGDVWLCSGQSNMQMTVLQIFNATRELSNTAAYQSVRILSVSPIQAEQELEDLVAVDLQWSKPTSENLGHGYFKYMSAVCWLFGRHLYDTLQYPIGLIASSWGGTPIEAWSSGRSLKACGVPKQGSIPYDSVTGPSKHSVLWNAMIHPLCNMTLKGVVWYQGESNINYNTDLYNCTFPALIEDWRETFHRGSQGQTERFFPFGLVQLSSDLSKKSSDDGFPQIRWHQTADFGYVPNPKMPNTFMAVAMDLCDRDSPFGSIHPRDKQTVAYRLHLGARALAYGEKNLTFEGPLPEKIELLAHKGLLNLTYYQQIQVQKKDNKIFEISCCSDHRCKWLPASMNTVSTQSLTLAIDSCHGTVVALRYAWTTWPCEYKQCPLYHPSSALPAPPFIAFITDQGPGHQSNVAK
rCAG binder: r(CAG) repeat RNA binding; inhibition, % at 3 µM; hit rate 1.3% among 370,000; TO-PRO-1 dye displacement fluorescence;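 active = inhibition above the plate cutoff, the mean of all test compounds on that plate plus 3 SD, cut at about 35% in these data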;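 also: 0% = DMSO alone and 100% = 100 µM mitoxantrone as full dye displacement; higher means more dye released from RNA so lower well fluorescence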
mABHD4 FP: inhibits mouse alpha/beta hydrolase domain 4; inhibition, % at 8.92 µM; Q8VD66; purified mABHD4, FP-Rh probe fluorescence polarization; hit rate 0.54% among 370,000;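 active = inhibition exceeding the mean over every tested compound plus 3 SD, cut at about 30% in these data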;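 also: 0% = plate median of compound wells and 100% = S159A mutant with DMSO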
Target sequence (Q8VD66 whole entry, looked up, the tested form may be a part): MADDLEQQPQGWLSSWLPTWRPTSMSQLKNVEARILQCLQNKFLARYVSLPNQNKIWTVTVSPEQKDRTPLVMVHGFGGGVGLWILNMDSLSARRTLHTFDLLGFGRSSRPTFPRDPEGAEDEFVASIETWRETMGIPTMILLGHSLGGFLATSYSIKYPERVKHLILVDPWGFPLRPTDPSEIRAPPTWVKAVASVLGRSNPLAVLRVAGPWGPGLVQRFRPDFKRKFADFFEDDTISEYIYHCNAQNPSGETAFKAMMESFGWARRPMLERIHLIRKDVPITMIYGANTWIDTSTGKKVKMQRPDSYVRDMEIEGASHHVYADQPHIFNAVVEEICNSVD
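Material: mouse ABHD4 enzyme, wild type; Benchmarks: S159A mutant high control, sample median low control; Buffer or medium: HEPES pH 7.0, NaCl, Pluronic buffer; Signal: fluorescence polarization; Read-out: percent inhibition of probe binding, normalized to plate controls; Timing: pre-incubation 45 min, probe exposure 60 min, at 25 °C; Dosing: 8.92 µM, single dose.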
TDP2 absorb: blocks human TDP2 phosphodiesterase activity; hit rate 0.34% among 370,000; O95551; inhibition, % at 12.8 µM; recombinant TDP2, T5PNP hydrolysis, p-nitrophenol absorbance 415 nm; AID 720702;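 active = inhibition above the mean of all tested compounds plus 3 SD, set per campaign, cut at about 25% in these data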;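 also: 0% = DMSO with enzyme and 100% = buffer with substrate but no TDP2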
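Evaluation: % inhibition relative to enzyme-containing and enzyme-free wells. Material: recombinant human TDP2. Benchmarks: enzyme-free and DMSO wells. Timing: enzyme reaction with compound for 2 h at 37 °C. Compound dosing: 12.8 µM only. Measured by: p-Nitrophenol epi absorbance. Reagent: T5PNP substrate at 5 mM, a TopII-DNA adduct mimic. Replication: single well per compound.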
HTRA1 inh: HTRA1 (human) protease inhibition; AID 504803; recombinant HTRA1, FP-rhodamine activity-based probe, fluorescence polarization; hit rate 0.5% among 340,000; inhibition, % at 5.96 µM; in the data active = inhibition above about 36%;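 also: 0% = enzyme with DMSO and 100% = wells lacking enzyme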
Starred values were filed as active, the others as inactive; . = no result given. Only part of the results is shown; the hit share may differ from the screen's.

cpd	Structure	PG9 Ab binder	TCR CD3 inh	Rev-erbA mod	PRMT1 inh	LEDGF integ inh	SIAE inh	rCAG binder	mABHD4 FP	TDP2 absorb	HTRA1 inh
1	O=c1cc(N2CCCCC2)c(-c2ccccc2)nn1Cc1cccc(F)c1	-0.7	3	31*	3	1	-6	-2	0	-10	-35
2	O=C(CCCn1c(SCC(=O)c2ccc(F)cc2)nc2ccccc2c1=O)NCc1ccco1	-0.4	-6	3	4	0	-4	0	-5	-2	-2
3	CCOCC(=O)Nc1c(C(=O)Nc2ccc3c(c2)OCO3)oc2ccccc12	-0.1	-1	-1	2	-2	7	-4	0	-3	-1
4	O=C(NCc1ccccc1)c1cc[n+](CC(=O)c2cccs2)cc1	-2.1	2	2	4	1	5	3	4	15	.
5	O=C1CCCCN1CCC(=O)N1CCCC(N2CCN(c3ccccc3)CC2)C1 (stereo not given)	-0.7	1	-2	-2	3	3	-1	0	15	5
6	COc1ccccc1OCCNC(=O)c1ccc2c(c1)CCC2	-0.2	-6	7	2	1	5	21	-3	-1	-12
7	O=C(CCN1C(=O)/C(=C/c2ccccc2)SC1=S)Nc1cccnc1	-0.2	-3	2	-2	0	-2	2	-11	6	-1
8	COc1ccc(S(=O)(=O)N2CCCCC2)cc1C(=O)N1CCCCCC1	-0.9	-4	-3	0	-1	3	-6	-5	-7	2
9	CCOc1ccccc1NC(=O)c1ccc(CN2CCc3ccccc3C2)cc1	-0.9	1	-1	-4	0	-2	-5	-2	14	-19
10	CC(C)=C(NC(=O)c1ccccc1)C(=O)NCCCC(=O)O	0.0	-3	5	-2	-2	4	-1	-4	-3	6
11	Cc1ccc(-n2c(Cc3cccs3)nnc2SCC(=O)Nc2ccc(S(N)(=O)=O)cc2)cc1	1.5	1	8	0	1	-12	9	-5	-6	-14
12	CN(C)/C=C/C(=O)c1cnc(-c2ccccn2)s1	-0.2	-3	-3	7	4	11	7	2	-6	-3
13	CCN(CC)S(=O)(=O)c1ccc(C)c(NC(=O)COC(=O)CCC(=O)c2cccs2)c1	-0.4	4	3	-1	2	-3	-1	0	-9	2
14	O=C(COc1cccc(C(F)(F)F)c1)Nc1cccc(S(=O)(=O)NC2=NCCCCC2)c1	0.0	1	1	1	5	-9	0	-7	4	-8
15	CSc1ccc(CCNS(=O)(=O)c2csc(C(N)=O)c2)cc1	-1.1	-6	3	5	-7	-2	4	-6	-15	-3
16	Clc1ccc(OCCn2ccnc2)c(Br)c1	-1.7	0	0	-2	1	4	-4	16	7	-2
17	CCN(CC)S(=O)(=O)c1ccc2[nH]cc(C(=O)NC3CC3)c(=O)c2c1	-2.1	-11	-2	0	0	9	3	-4	12	1
18	Cc1cc(NS(=O)(=O)c2ccc(NC(=O)CNS(=O)(=O)c3ccccc3)cc2)nc(C)n1	0.5	-4	8	9	2	0	6	-1	-6	-2
19	CCOc1ccc(N=C(C)c2ccccc2O)cc1	-3.5	10	-5	1	-2	2	1	3	11	0
20	O=C(CCCn1c(=S)[nH]c2cc3c(cc2c1=O)OCO3)NCc1ccccc1Cl	19*	12	50*	-2	1	3	4	-13	-18	6

Screen by screen, from the results shown.
PRMT1 inh for entries 13–20 → -1, 1, 5, -2, 0, 9, 1, -2
LEDGF integ inh for entries 13–20 → 2, 5, -7, 1, 0, 2, -2, 1

More compounds follow.
cpd	Structure	PG9 Ab binder	TCR CD3 inh	Rev-erbA mod	PRMT1 inh	LEDGF integ inh	SIAE inh	rCAG binder	mABHD4 FP	TDP2 absorb	HTRA1 inh
21	COc1ccccc1/C=C/C=N/N1CCN(Cc2cccc3ccccc23)CC1	-1.6	1	2	0	-2	1	-2	-6	0	-3
22	CCOc1ccc(NC(=S)Nc2ccccc2C2(C)CC2)cc1	-2.0	4	-6	0	-3	10	-2	4	5	-4
23	CCOc1ccc(-n2c(SCC(=O)NCc3ccco3)nc3ccccc3c2=O)cc1	17*	-3	-1	1	-3	5	4	-7	-11	-5
24	O=C(Nn1c(Cc2ccccc2)nc2ccccc2c1=O)c1c(O)c2cccc3c2n(c1=O)CCC3	-0.4	2	6	0	-1	-4	4	-6	-1	6
25	COc1ccc(Cn2nnnc2C(c2cc3cc(C)ccc3[nH]c2=O)N2CCN(C)CC2)cc1 (stereo not given)	-0.7	7	2	-3	-2	7	-4	1	15	-8
26	CCn1nc(NC(=O)C2CCCO2)c2cc3cccc(C)c3nc21 (stereo not given)	-2.3	-13	2	-2	0	-2	-2	-14	-17	.
27	Cc1cnc(NC(=O)CC(C)c2ccccc2)s1 (stereo not given)	-1.6	6	0	-1	-3	-13	-3	1	-11	1
28	COc1ccccc1OCCCn1c(=O)sc2ccccc21	1.0	5	11	-3	-2	8	-4	6	-6	-10
29	CC1(C(=O)NS(=O)(=O)C2CC2)CCCN(C(=O)c2ccco2)C1 (stereo not given)	1.0	4	-9	-1	4	1	1	1	1	.
30	O=C(CN1CCCN(Cc2ccc(F)cc2)S1(=O)=O)NC1CCCC1	-1.6	3	-3	-2	1	2	-6	-4	15	1
31	O=S(=O)(Nc1cccc(-c2ccc(N3CCOCC3)nn2)c1)c1ccc(Cl)c(Cl)c1	1.8	-3	0	0	-1	-11	19	-41	2	-29
32	COc1ccccc1NC(=O)C1CC(C)OC1=O (stereo not given)	-1.6	2	8	-3	3	4	-4	1	3	1
33	CCN(CC)C(=O)[C@H]1CC(CC(=O)NC/C=C(\C)CCC=C(C)C)C(=O)N2CCc3c([nH]c4ccccc34)[C@]12C (stereo not given in full)	-2.4	-6	3	-3	4	8	-1	1	-9	-3
34	Cc1cc(C)c2oc(C(=O)NCCc3ccc(S(N)(=O)=O)cc3)cc(=O)c2c1	0.0	4	-11	-3	1	-2	-2	2	3	-3
35	O=C(NCCOc1cccnc1)C1CCC(=O)N(Cc2ccccc2F)C1 (stereo not given)	-0.9	8	2	0	-2	2	-5	1	-9	0
36	CCOc1ccccc1C=NN1CCCCCC1	0.1	2	1	-4	-1	0	2	-1	-5	3
37	Nc1c(C(=O)C2CC2)sc2nc(-c3ccccc3)cc(C(F)(F)F)c12	-1.4	1	-1	5	-1	-4	2	1	-5	4
38	CCOc1ccc(NC(=O)N(Cc2ccc(C)cc2)Cc2ccccn2)cc1	-1.0	-8	4	2	-3	-7	-7	6	-5	2
39	Cc1[nH]c2ccccc2c1C(=O)COC(=O)C1CCC1	-0.5	-3	0	-2	-1	-3	-3	-3	7	0
40	CC(C)(C)NC(=O)COC(=O)c1cc(Cl)ccc1[N+](=O)[O-]	-2.3	-6	-8	-3	0	-3	-1	-1	-17	-7
41	CCOC(=O)c1cc(-c2ccccc2)sc1NC(=O)CCN1C(=O)c2ccccc2C1=O	0.0	-5	-4	1	-2	-5	1	7	4	-4
42	O=C(CO/N=C/c1ccccc1Cl)N1CCCc2ccccc21	-1.6	3	9	-1	-1	0	-6	-5	9	-2
43	O=C(COC(=O)c1ccc(S(=O)(=O)N2CCOCC2)cc1)NCc1ccccc1	0.6	2	3	-2	2	7	-2	2	10	2
44	CCNC(=O)C1CCCN(Cc2cc(C(F)(F)F)ccc2Cl)CC1 (stereo not given)	0.6	0	1	-4	4	2	1	3	10	.
45	COc1cccc(C(=O)COC(=O)CCC(=O)NC2CCCCC2)c1	-0.1	2	-5	-1	-3	-3	-7	-4	-1	-1
46	O=C(c1cccs1)c1cn(CC(=O)N2CCc3ccccc3C2)c2ccccc12	-1.1	6	6	-2	-1	-10	-1	5	-16	1
47	CCCCN(c1ccccc1)S(=O)(=O)c1cccc(C(=O)O)c1	1.3	0	2	-1	-1	3	10	0	1	0
48	O=C(Nc1ccc(F)cc1F)c1csc(-c2ccncc2)n1	0.9	9	1	4	1	-9	-5	-8	-5	2
49	COCCn1c(SC(C)C(=O)NCC2CCCO2)nc2sc3c(c2c1=O)CCC3 (stereo not given)	-1.8	1	3	0	0	-1	-9	-1	-1	-1
50	CCCNC(=O)c1cc(C2CCCCN2C(=O)c2ccc(C#N)cc2)on1 (stereo not given)	0.8	-8	-3	2	-6	-1	-1	4	5	.
51	COC(=O)CSc1nc(N2CCOCC2)c2c(c1C#N)CC(C)(C)OC2	0.6	8	-8	2	3	-4	1	-5	20	1
52	Cc1ccsc1/C=C1\Oc2cc(O)ccc2C1=O	-2.3	-6	0	40*	-2	0	-27	-15	0	3
53	N=C1C(c2nc3ccccc3s2)=C(O)CN1C1CCC(O)CC1 (stereo not given)	-1.6	7	-2	-7	2	-1	2	-4	10	.
54	Cc1ccc(C)n1-c1ccc(C(=O)NN)s1	-0.1	5	-5	9	1	6	11	13	9	18
55	Cc1cccc(C)c1NC(=O)CSc1ncnc2nc[nH]c12	-0.2	7	4	-1	2	-1	-1	1	7	0
56	Cc1ccc(-c2cc(C(F)F)nc(N3CCC(C)CC3)n2)cc1	0.1	-5	2	1	2	-2	1	-4	-7	1

Of the compounds above, these contain an aryl thioether with sulfur outside any ring:
cpd	Structure	PG9 Ab binder	TCR CD3 inh	Rev-erbA mod	PRMT1 inh	LEDGF integ inh	SIAE inh	rCAG binder	mABHD4 FP	TDP2 absorb	HTRA1 inh
2	O=C(CCCn1c(SCC(=O)c2ccc(F)cc2)nc2ccccc2c1=O)NCc1ccco1	-0.4	-6	3	4	0	-4	0	-5	-2	-2
11	Cc1ccc(-n2c(Cc3cccs3)nnc2SCC(=O)Nc2ccc(S(N)(=O)=O)cc2)cc1	1.5	1	8	0	1	-12	9	-5	-6	-14
15	CSc1ccc(CCNS(=O)(=O)c2csc(C(N)=O)c2)cc1	-1.1	-6	3	5	-7	-2	4	-6	-15	-3
23	CCOc1ccc(-n2c(SCC(=O)NCc3ccco3)nc3ccccc3c2=O)cc1	17*	-3	-1	1	-3	5	4	-7	-11	-5
49	COCCn1c(SC(C)C(=O)NCC2CCCO2)nc2sc3c(c2c1=O)CCC3 (stereo not given)	-1.8	1	3	0	0	-1	-9	-1	-1	-1
51	COC(=O)CSc1nc(N2CCOCC2)c2c(c1C#N)CC(C)(C)OC2	0.6	8	-8	2	3	-4	1	-5	20	1
55	Cc1cccc(C)c1NC(=O)CSc1ncnc2nc[nH]c12	-0.2	7	4	-1	2	-1	-1	1	7	0
